# RAD52 anneal inh: RAD52 DNA annealing inhibitors, primary screen, biochemical, FRET, single point, set 2; DNA repair protein RAD52 homolog (Homo sapiens), P43351; recombinant RAD52 DNA annealing, FRET fluorescence; inhibition, % at 18.7 µM; 360,000 compounds, 0.46% hits; AID 651710, 2012;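 active = every replicate showing at least 50% inhibition; inconclusive = mean inhibition at least 50% but not in every replicate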
# E-selectin induc: E-selectin induction in HUVECs, primary screen, imaging, HUVEC, immunofluorescence imaging, single point; P16581; normalized: neutral wells 0, TNF-alpha wells 100; activation, % at 7.58 µM; 260,000 compounds, 0.37% hits;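 active = mean E-selectin-positive cell signal at least 10% of the positive control, reached in at least 60% of replicates, without over 20% cell loss; inconclusive = no rule given, readout overlaps actives, possibly toxicity-flagged; inactive = the rest, including those meeting only one limit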;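 also: in these data hits start at about 27%; measured in HUVEC primary endothelial cells; signal is the percent of cells scored E-selectin positive by PE staining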
#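 Test system: HUVEC; input: 3,000 HUVEC/well; measured by: immunofluorescence imaging; read-out: % PE-positive cells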
# RAD54 inh: inhibitors of human RAD54 branch migration, primary screen, biochemical, fluorescence, single point. DNA repair and recombination protein RAD54-like (Homo sapiens), Q92698. RAD54 Holliday junction branch migration, FAM/BHQ fluorescence. inhibition, % at 10.4 µM. 360,000 compounds, 0.14% hits. AID 602329, 2012;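 active = mean normalized replicate activity at least 40 and at least half of replicates scoring 40 or more; inconclusive = only one of the two criteria met; inactive = mean below 40 and under half of replicates reaching 40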;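 also: 0% = median of neutral control wells and 100% = median of positive control wells; inhibitors cause a drop in the FAM fluorescence signal; in these data hits start at about 50%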
# PglD DTNB: C. jejuni PglD acetyltransferase inhibitors, primary screen, biochemical, DTNB colorimetric, single point | UDP-N-acetylbacillosamine N-acetyltransferase PglD (Campylobacter jejuni) | purified PglD enzyme, DTNB colorimetric CoA detection | inhibition, % at 12.5 µM | 360,000 compounds, 0.098% hits; in the data active = inhibition above about 16%, passing the limit was not always enough; inconclusive = no clear call, values can overlap the other calls; also: strong numbers were not always called active
# miR-122 sensor: miR-122 Renilla sensor signal increase in Huh7, primary screen, miR-122 inhibitor project, cell-based, single point, plate reader. activation (reporter increase), % at 12.5 µM. AID 602342, 2012. 340,000 compounds, 0.3% hits. Huh7 miR-122 Renilla luciferase sensor, 48 h; neutral wells = 0, positive control = 100;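 active = mean replicate activation score at least 90 and every replicate individually at or above 90; inconclusive = only one of the two criteria met; inactive = neither criterion met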;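 also: higher luciferase means less miR-122 activity so hits act as miR-122 inhibitors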
# ERAP1 inh: human ERAP1 aminopeptidase inhibitors, primary screen, biochemical, single point, plate reader; recombinant ERAP1, Leu-AMC fluorescence, 60 min; inhibition, % at 10.7 µM; 340,000 compounds, 0.15% hits;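 active = mean replicate inhibition of at least 30%, or all replicates individually reaching that 30% level; inactive = mean below 30% and not every replicate reaching it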;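 also: 0% = neutral control wells and 100% = L-leucinethiol positive control wells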
# Target sequence (Q9NZ08 whole entry, looked up): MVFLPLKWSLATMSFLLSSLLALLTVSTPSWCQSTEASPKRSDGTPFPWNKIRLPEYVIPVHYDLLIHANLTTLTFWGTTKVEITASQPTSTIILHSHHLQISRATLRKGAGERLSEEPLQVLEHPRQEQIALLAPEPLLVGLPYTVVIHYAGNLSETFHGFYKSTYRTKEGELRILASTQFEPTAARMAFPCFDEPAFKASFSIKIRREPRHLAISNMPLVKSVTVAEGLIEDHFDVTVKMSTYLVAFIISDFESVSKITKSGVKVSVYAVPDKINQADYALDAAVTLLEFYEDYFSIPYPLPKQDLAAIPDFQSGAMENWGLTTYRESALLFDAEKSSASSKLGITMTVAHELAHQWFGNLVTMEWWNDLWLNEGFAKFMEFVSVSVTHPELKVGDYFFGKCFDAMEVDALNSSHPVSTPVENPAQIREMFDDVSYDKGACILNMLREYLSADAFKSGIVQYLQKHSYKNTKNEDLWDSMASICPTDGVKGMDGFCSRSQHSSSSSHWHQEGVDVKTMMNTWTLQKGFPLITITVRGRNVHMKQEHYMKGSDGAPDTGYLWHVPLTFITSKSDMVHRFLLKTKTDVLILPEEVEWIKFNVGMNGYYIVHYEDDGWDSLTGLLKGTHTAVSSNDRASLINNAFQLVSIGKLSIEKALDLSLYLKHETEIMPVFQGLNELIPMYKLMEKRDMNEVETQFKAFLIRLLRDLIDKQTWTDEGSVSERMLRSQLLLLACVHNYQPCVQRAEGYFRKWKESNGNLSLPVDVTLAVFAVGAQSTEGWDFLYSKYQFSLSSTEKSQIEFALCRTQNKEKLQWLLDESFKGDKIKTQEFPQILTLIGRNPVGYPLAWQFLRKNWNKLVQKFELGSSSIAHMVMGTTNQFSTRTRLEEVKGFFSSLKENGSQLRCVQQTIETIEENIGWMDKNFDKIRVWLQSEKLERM
# Cneo AK release: Cryptococcus neoformans cell lysis inducers, primary screen, AK release luminescence, single concentration; C. neoformans lysis, adenylate kinase release luminescence, 4 h; normalised: neutral wells 0, clomiphene wells 100; lysis activity, % at 15 µM; 360,000 compounds, 0.2% hits;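 active = mean lysis activity across replicates of at least 80%, whatever share of replicates individually reach that level; inactive = mean lysis activity below 80%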
#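 Schedule: static 4 h at 37 °C with compound, 1 h detection; system: C. neoformans cells; benchmarks: Clomiphene as positive control; buffer or medium: fresh YPD medium; measure: luminescence rise reflecting yeast cell lysis; measured by: luminescent adenylate kinase detection reagent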
# PGC1a acetyl inh: inhibitors of PGC1a acetylation signal, primary screen, cell-based, U2OS, AlphaScreen, inhibitor mode | 350,000 compounds, 0.17% hits | AID 651687, 2012 | AlphaScreen anti-acetyl-lysine; with virally co-expressed GCN5 acetyltransferase | inhibition, % at 15.6 µM;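 active = every replicate shows inhibition of at least 40%; inconclusive = mean inhibition at least 40% but some replicate below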;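 also: 0% = neutral control wells and 100% = positive control wells; some results beyond the cut were filed as inactive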
# The depositor's hits bear a star; u = inconclusive; x = not tested or not shown; [ ] = remark or other dose. An unsorted share of the library (roughly 1.4% active in at least one column).
SMILES,RAD52 anneal inh,E-selectin induc,RAD54 inh,PglD DTNB,miR-122 sensor,ERAP1 inh,Cneo AK release,PGC1a acetyl inh
CNC(=O)C[C@@H]1CC[C@@H]2[C@H](COC[C@H](O)CN2C(=O)Nc2cccc(OC)c2)O1,17.3,0.0,2.5,-2.0,2.6[16.7 µM],0.5,0.5,-3.0
C[C@H](CO)N1C[C@H](C)[C@@H](CN(C)S(=O)(=O)c2cccs2)Oc2ccc(NS(C)(=O)=O)cc2C1=O,6.6,0.0,0.0,-1.3,0.6[16.7 µM],0.2,1.4,8.0
Cc1ccc(NC(=O)CNc2cc(S(=O)(=O)N3CCOCC3)ccc2NCC2CCCO2)cc1F (configuration not stated),-18.8,x,-6.6,-4.1,4.7,0.0,5.8,x
Cc1ccc(S(=O)(=O)N2CCCCC2)cc1NC(=O)CCNC(=O)c1ccccc1,-23.1,-0.8,4.0,5.0,15.0,-3.7,-0.4,3.1
COCCNC(=S)N(C)[C@H]1C[C@H]2c3cc(Oc4ccccc4C)ccc3CCN2C(=O)[C@H]1[C@H](C)O,-18.1,-1.5,x,x,-1.7,x,x,9.1
O=C1NCCCC1C(=O)N/N=C/c1cc([N+](=O)[O-])ccc1O (configuration not stated),-23.5,0.0,-2.0,-12.5,-5.0,x,-2.8,11.5
COc1ccc(/C=N/N2C(C)CCCC2C)cc1O (configuration not stated),-11.3,0.1,-6.1,-1.4,-3.4,1.8,0.4,8.7
C/C=C\C=C/C(=O)Nc1cccc(C2=NOC3(C2)C[C@@H](C(N)=O)N(C(=O)c2ccc(Cl)cc2)C3)c1 (some centres not stated),-259.6,-0.1,-0.9,-2.0,-1.4,-3.1,0.3,1.6
C=CCOC(=O)N1CCN(c2cccc(C(F)(F)F)c2)CC1,x,x,7.7,8.7,10.5,x,10.8,-1.5
O=C(CCCc1cccs1)Nc1nccs1,-10.8,1.0,x,x,x,1.7,x,-5.9
CCCN1CCN(C(=O)c2cc3c(s2)-c2ccccc2OC3)CC1,-6.4,0.0,7.0,0.9,-4.9,-82.2,-2.4,2.5
CC(C1SC(=S)NC1=O)C1SC(=S)NC1=O (configuration not stated),-430.3,x,-5.9,8.6,x,-0.2,-1.5,x
COc1cc(CNC(=O)c2cc(-c3cc(OC)ccc3Cl)n[nH]2)cc(OC)c1,-3.3,-0.3,2.0,-2.7,-2.9,-3.3,-0.1,-3.7
O=C(Nc1cccc(Cl)c1)Nc1ccc(Br)cc1F,-3.3,x,-5.3,-1.8,-2.4,1.3,1.0,1.2
CC(=O)c1ccc(-c2cnc3c(NC=O)cc(-c4ccc(C(=O)NC5CC5)cc4)cn23)cc1,-50.9,-0.1,5.3,-1.6,-12.6,-0.5,-0.4,3.3
CCOCCCN(C(=O)c1snc(C(N)=O)c1N)C(C(=O)NCCC(C)C)c1ccc(F)cc1 (configuration not stated),-2.4,x,-4.2,-6.2,-1.0,0.7,0.2,-7.1
Cc1ccnc(NS(=O)(=O)c2ccc(NC(=O)C3CCCCC3)cc2)n1,x,x,-4.8,-1.1,-3.5,x,1.4,-6.7
N#C[C@H]1[C@@H](c2ccc(C#CC3CCCCC3)cc2)[C@@H](CO)N1S(=O)(=O)Cc1ccccc1,-8.9,-0.5,x,x,x,1.7,x,0.9
Cc1ccc(NC(=O)Cn2nc(C(=O)O)c3ccccc3c2=O)cc1S(=O)(=O)N1CCOCC1,-27.8,x,0.9,-2.0,-9.1,-2.9,0.8,10.6
O=C(Nc1cccc(OC(F)(F)F)c1)C1Cc2c(-c3cccc(F)c3)ccnc2O1 (configuration not stated),-1.4,-0.4,-17.2,0.5,-2.4,-1.1,9.4,-18.3
CCN(CC)CCNC(=O)c1cc2c(=O)n(CC)c3ccccc3c2s1,-5.1,63.2*,27.8,8.0,-0.4,-4.0,0.6,-41.0
Cc1c(Cl)cnc(NC(=O)COC(=O)C(NC(=O)c2ccco2)C(C)C)c1Cl (configuration not stated),x,x,-15.5,0.4,-11.8,x,-3.0,-9.7
COc1ccc(N2CCN(C(=O)c3cccc(NS(=O)(=O)c4cccc(F)c4)c3)CC2)cc1,-10.9,0.0,-13.2,1.1,x,0.5,4.0,x
C=CCn1c(SC(C)C(=O)NC2CC2)nnc1-c1ccoc1C (configuration not stated),-1.2,x,1.3,4.2,-1.2,-1.6,-1.1,2.6
O=C(c1ccccc1)N1CC(=O)N2[C@H](C1)[C@@H](c1ccc(C3=CCCC3)cc1)[C@@H]2CO,-18.4,-0.1,x,x,x,1.7,x,-12.9
CC(C)COC(=O)C(C)Nc1n[nH]c(=S)[nH]c1=O (configuration not stated),-15.2,x,x,x,-4.5,2.2,x,4.9
CN(C)C(=O)C[C@H]1C[C@H]2c3cc(NC(=O)Nc4ccccc4)ccc3O[C@H]2[C@H](CO)O1,x,-0.6,-7.3,-1.9,5.0[16.7 µM],x,4.1,1.6
CCOC(=O)C1(CCc2ccccc2)CCN(C(=O)CN2CCOC2=O)CC1,-5.9,1.1,-6.4,-1.7,1.1,19.1,1.5,12.0
O=C(O)CC(c1ccccc1)c1ccc2c(c1)OCO2 (configuration not stated),-11.5,0.4,-2.5,-0.8,9.8,1.1,-0.6,x
CCc1nnc(NC(=O)CSc2nnc(CNc3ccc(Cl)cc3)o2)s1,x,x,6.5,0.4,3.8,x,0.4,9.9
COc1cc(C2c3c(oc4ccccc4c3=O)C(=O)N2CCN2CCOCC2)cc(OC)c1OC (configuration not stated),x,x,2.6,-4.5,-1.5,x,-0.7,6.0
COC(=O)N/N=C\c1c(C)[nH]n(-c2ccccc2)c1=O,-15.8,x,x,x,-2.5,-3.1,x,6.8
O=C(O)c1ccc(N2C(=O)CC(SC(=NCc3ccc4c(c3)OCO4)Nc3ccccc3)C2=O)cc1 (configuration not stated),-11.5,1.3,-6.3,-0.5,2.5,x,0.6,-4.2
Cc1cccc(S(=O)(=O)C(C#N)c2nc3ccccc3nc2N2CCOCC2)c1 (configuration not stated),-84.4,x,-29.2,2.1,0.0,-2.8,1.4,-13.9
Cc1cccc(NC(=O)c2cccc(NC3=NC4CS(=O)(=O)CC4S3)c2)c1 (configuration not stated),-9.8,-0.5,-0.2,1.9,x,7.2,-1.5,x
CN(C)C(=O)CSC1c2ccccc2C(=O)N1c1ccccc1 (configuration not stated),-10.4,x,6.5,1.7,-4.3,-3.2,-1.5,16.1
C[C@H](O)C#Cc1ccc([C@@H]2[C@@H](CO)N3CCCCN(C(=O)c4ccc5c(c4)OCO5)C[C@@H]23)cc1,-9.4,1.9,11.5,2.6,-4.0[16.7 µM],0.7,2.1,0.8
C[C@@H](CSc1ccc(Br)cc1)CN1CC[C@H](C(C)(C)C)CCC1=O,-1.6,-0.1,-8.8,-0.7,4.2,-0.3,-2.6,-8.9
CN(C)C(=O)CSc1cccc2cccnc12,x,x,-11.3,0.3,-7.8,x,1.3,6.6
C[C@@H]1CN([C@H](C)CO)S(=O)(=O)c2ccc(C#CC3CCCC3)cc2O[C@H]1CN(C)C(=O)Nc1cc(F)ccc1F,-1.1,-0.2,-10.5,-1.8,8.9[16.7 µM],1.5,0.7,18.7
O=C(c1ccc(F)cc1F)N1CCN(c2ccccn2)CC1,-8.6,18.2,7.3,4.0,-0.9,-2.7,-0.1,15.4
N#C[C@H]1[C@@H](c2ccc(C3=CCCCC3)cc2)[C@@H](CO)N1S(=O)(=O)c1cccc(F)c1,-9.4,-0.1,10.4,1.3,x,2.6,1.9,-1.5
O=C(C[C@@H]1C=C[C@H](NS(=O)(=O)c2cccc(F)c2)[C@@H](CO)O1)NCc1ccc2c(c1)OCO2,-11.9,-0.6,-0.9,-1.7,x,2.5,-1.2,-2.4
Cc1ccccc1S(=O)(=O)N1CC(=O)N2[C@@H](CO)[C@H](c3ccc(C#CCC(C)C)cc3)[C@@H]2C1,-15.8,-0.5,x,x,x,0.6,x,-1.7
Cc1ccc(S(=O)(=O)Nc2ccc3c(c2)CC(=O)N([C@H](C)CO)C[C@H](C)[C@H](CN(C)S(C)(=O)=O)O3)cc1,7.8,-0.4,-8.0,0.8,0.7[16.7 µM],-2.9,0.5,-0.8
CC(C)NC(=O)Nc1ccc2c(c1)C(=O)N([C@H](C)CO)C[C@@H](C)[C@H](CN(C)CC1CCCCC1)OCCCC[C@H](C)O2,-0.7,-0.3,10.3,1.3,-2.1[16.7 µM],2.5,-9.8,-5.0
O=C(Cc1ccccn1)NCC[C@@H]1CC[C@H](NS(=O)(=O)c2ccccc2)[C@H](CO)O1,-28.3,-0.2,-8.2,-1.7,x,3.0,-0.4,10.3
Oc1[nH]c2ccccc2c1C=NCC1CCCO1 (configuration not stated),x,0.1,1.1,-7.0,1.1,x,3.6,-1.6
Cc1ccc(NC(=O)CC2SC(=O)NC2=O)cc1 (configuration not stated),x,x,-4.1,1.8,-3.8,x,-1.1,6.5
CNC[C@@H]1Oc2cc(C#CC3CCCCC3)ccc2S(=O)(=O)N([C@@H](C)CO)C[C@H]1C,1.9,0.7,-5.6,-0.3,-1.7[16.7 µM],1.2,73.9,-17.3
Cc1ccccc1OC(C)C(=O)N1CCN(c2ccccn2)CC1 (configuration not stated),4.9,-0.4,4.5,-10.5,x,-2.1,-2.7,x
O=S(=O)(c1ccccc1)c1ccccc1/C=N\O,x,x,-5.2,3.4,-1.1,x,0.8,-11.6
COc1ccccc1CNC(=O)C[C@H]1C[C@@H]2c3cc(NC(=O)c4cccnc4)ccc3O[C@@H]2[C@H](CO)O1,2.7,0.0,u,-0.1,6.1[16.7 µM],3.3,-0.4,2.4

# Complete entries as entered above.
# Results for COc1ccccc1CNC(=O)C[C@H]1C[C@@H]2c3cc(NC(=O)c4cccnc4)ccc3O[C@@H]2[C@H](CO)O1 = RAD52 anneal inh: 2.7; E-selectin induc: 0.0; RAD54 inh: u; PglD DTNB: -0.1; miR-122 sensor: 6.1[16.7 µM]; ERAP1 inh: 3.3; Cneo AK release: -0.4; PGC1a acetyl inh: 2.4
# Results for O=C(C[C@@H]1C=C[C@H](NS(=O)(=O)c2cccc(F)c2)[C@@H](CO)O1)NCc1ccc2c(c1)OCO2 = RAD52 anneal inh: -11.9; E-selectin induc: -0.6; RAD54 inh: -0.9; PglD DTNB: -1.7; miR-122 sensor: x; ERAP1 inh: 2.5; Cneo AK release: -1.2; PGC1a acetyl inh: -2.4
# Results for CCc1nnc(NC(=O)CSc2nnc(CNc3ccc(Cl)cc3)o2)s1 = RAD52 anneal inh: x; E-selectin induc: x; RAD54 inh: 6.5; PglD DTNB: 0.4; miR-122 sensor: 3.8; ERAP1 inh: x; Cneo AK release: 0.4; PGC1a acetyl inh: 9.9

# Source: PubChem BioAssay
